Tau fluor cs: counter-screen for tau fibril formation inhibitors; tau K18 P301L Alexa594 fluorescence, heparin fibrillization; Potency, µM (top dose mostly 57.7 µM), inactives show top-dose activity change, negative = decrease; 0.93% of 280,000 active; further: on the % scale 0 is the no-effect control and ±100 the full control effect; nearly all actives have a fitted effect of over 55% in size
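Human K18 P301L tau (15 uM unlabeled plus 0.24 uM Alexa 594-labeled, final) in 100 mM sodium acetate pH 7 was mixed with compound and 20 uM heparin and incubated 6 hr at 37 C.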
Tau ThT inhib: inhibitors of human tau fibril formation, thioflavin T binding; AID 1460; P10636; Potency, µM (series often up to 57.4 µM), for inactives: at the top dose activity, negative = inhibition, actives largely listed as inhibitors; 2.1% of 270,000 active; recombinant tau K18 P301L, heparin-induced fibrillization, ThT fluorescence; further: on the % scale 0 is the no-effect control and ±100 the full control effect; nearly all actives have a fitted effect of over 55% in size
Target sequence (P10636 561-689 P618L limits assumed): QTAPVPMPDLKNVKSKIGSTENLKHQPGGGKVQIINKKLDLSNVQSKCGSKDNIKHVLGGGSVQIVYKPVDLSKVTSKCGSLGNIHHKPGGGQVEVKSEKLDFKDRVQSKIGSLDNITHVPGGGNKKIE
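ThT emission at 510 nm, taken 1 hr after adding 30 uM dye, quantifies aggregates formed when 20 uM heparin acts on human tau K18 P301L for 6 hr at 37 C.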
GAA inh: alpha-glucosidase (human) inhibition; P10253; purified human GAA, 4-MU-alpha-glucoside fluorescence; Potency, µM (highest dose often 76.9 µM), inactives show top-dose activity change, negative = inhibition, most hits filed as inhibitors; 0.005% of 200,000 active; AID 1466;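 further: plate controls were uninhibited enzyme wells for no effect and no-enzyme background for full effect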
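Compounds are titrated up to 77 uM against 4 nM human enzyme. Substrate 4-methylumbelliferyl-alpha-D-pyranoside (400 uM) reacts 20 min at room temperature in pH 5.0 buffer; liberated 4-methylumbelliferone is read at 440 nm.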
aGlu spleen mod: lysosomal alpha-glucosidase (human) modulation | P10253 | human spleen homogenate, 4-MU-alpha-glucoside fluorescence | Potency, µM (titrated, usually from 79.9 µM), without a hit: at the top dose activity change, negative = inhibition, actives largely listed as inhibitors | 0.006% of 240,000 active | AID 2112;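 further: 0% = enzyme with vehicle and -100% = no enzyme basal signal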
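Human spleen homogenate (1 ug) with 4-methylumbelliferyl-alpha-D-glucopyranoside (1 mM final) in 50 mM citrate/phosphate pH 5.0, 0.01% Tween-20; 40 min at 37 C. Stopped at pH 10; 4-MU fluorescence Ex 365/Em 440 nm; AC50 by Hill fit.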
GAA glycogen mod: alters human alpha-glucosidase cleavage of glycogen; recombinant GAA, glycogen substrate, Amplex Red glucose oxidase fluorescence; Potency, µM (titrated, usually from 76.4 µM), for the others: at the highest dose activity change, negative = inhibition, hits mostly inhibitors; 0.38% of 300,000 active; AID 2100;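 further: 0% = full enzyme reaction and -100% = no-enzyme basal signal; the screen sought inhibitors and activators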
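Recombinant enzyme (4 nM final) with compounds titrated up to 77 uM and bovine liver glycogen (30 ug) in citrate pH 5.0, 0.01% Tween-20, 37 C 40 min. Released glucose detected by Amplex Red/glucose oxidase (Ex 573/Em 610); AC50 from Hill fits.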
Tau fibril FP: tau fibrillization inhibition (FP). 0.39% of 280,000 active. Potency, µM (doses to about 57.7 µM), without a hit: top-dose activity, negative = inhibition, most hits filed as inhibitors. AID 1468. K18 P301L tau heparin fibrillization, Alexa594 FP, 6 h. P10636; further: on the % scale 0 is the no-effect control and ±100 the full control effect; nearly all actives have a fitted effect of over 55% in size
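Compound effects on tau fibrillization are measured by Alexa 594 fluorescence polarization (ex 555, em 632 nm). K18 P301L tau is used at 15 uM with 0.24 uM labeled tracer, and 20 uM heparin induces aggregation over 6 hr at 37 C.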
GLA spleen mod: inhibitors or activators of human alpha-galactosidase in spleen homogenate | P06280 | human spleen homogenate, 4MU-alpha-Gal fluorescence, 40 min | Potency, µM (highest dose often 80 µM), inactives show at the highest dose activity change, negative = inhibition, most hits filed as inhibitors | 0.008% of 240,000 active | AID 2107;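 further: 0% = enzyme with vehicle and -100% = no enzyme basal signal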
Target sequence (P06280 32-429 limits assumed): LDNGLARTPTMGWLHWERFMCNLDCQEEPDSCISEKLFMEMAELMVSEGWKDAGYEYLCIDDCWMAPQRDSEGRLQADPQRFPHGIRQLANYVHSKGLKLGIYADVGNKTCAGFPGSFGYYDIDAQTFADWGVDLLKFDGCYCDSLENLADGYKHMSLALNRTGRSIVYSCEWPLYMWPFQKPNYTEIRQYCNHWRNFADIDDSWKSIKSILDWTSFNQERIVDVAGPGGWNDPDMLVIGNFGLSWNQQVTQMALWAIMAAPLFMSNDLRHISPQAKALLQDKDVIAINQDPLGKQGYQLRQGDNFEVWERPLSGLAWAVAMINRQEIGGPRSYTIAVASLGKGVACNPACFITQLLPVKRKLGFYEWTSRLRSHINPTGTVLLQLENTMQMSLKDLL
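Inhibition or activation of alpha-galactosidase in human spleen homogenate is scored by 4-MU fluorescence after 40 min at 37C, pH 5.0, with 1 mM substrate. AC50s come from concentration-response fitted to the Hill equation.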
HTT ATP protect: protects HTT-Q103 PC12 cells, measured by ATP; 0.14% of 230,000 active; PC12 HTT-Q103 induced, cytoprotection, ATP luminescence, 40 h; Potency, µM (doses to about 56.4 µM), without a hit: cytoprotection (ATP increase), hits mostly activators;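 further: % of control where 0% means no effect; nearly all actives have a fitted effect of over 45% in size; toxic huntingtin expression switched on by the ecdysone agonist tebufenozide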
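PC12 cells stably carrying ecdysone-inducible Htt exon 1 (Q103)–GFP were induced with 100 nM tebufenozide (final) alongside library compounds in a dose series. Cytoprotection was scored as retained ATP by ATPlite luminescence.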
* hit, by the source's call; ? = inconclusive; . = no result given; [ ] = dose if it differs, or a comment. The call rests on the fitted dose curve; in most records, active means well fitted curve in the direction sought with a large enough effect; inconclusive means small, poorly fitted or top-dose-only effect, or another doubt; inactive means no such curve, though single readings can be large; an effect the other way counts as inactive or inconclusive. Potency means the concentration at half of the fitted maximal effect. Compounds were not picked by outcome. About 3.3% of those tested had a hit in this group.

SMILES | Tau fluor cs | Tau ThT inhib | GAA inh | aGlu spleen mod | GAA glycogen mod | Tau fibril FP | GLA spleen mod | HTT ATP protect
CCOC(=O)c1ccccc1-c1csc(NS(=O)(=O)c2ccc(Cl)cc2)n1 | -12% | -14% | ? | -10% | -10% | -5% | -4% | -28%
Cc1ccc(NC(=O)C(=O)NCC(c2cccnc2)N2CCN(c3ccccc3F)CC2)cc1Cl (stereo unspecified) | -8% | -9% | . | . | -4%[76.3 µM] | -5% | . | .
CCC(NC(=S)Nc1ccccc1)C(=O)O (stereo unspecified) | -3% | -2% | 4% | 0% | -21% | 2% | 0% | 6%[10 µM]
Cc1[nH]c2ccc(F)cc2c1CCN(Cc1cccnc1)C(=S)Nc1ccccc1 | ? | -10% | 0% | -4% | -14% | 6% | 0% | -13%
CCOC(=O)NC(=O)CSc1nc2ccc(OCC)cc2[nH]1 | 6% | 0% | -4% | -9% | -2% | 3% | 7% | 13%
COc1cccc(CC(NC(C)=O)C(=O)NC2CCN(S(=O)(=O)c3cccc4ccccc34)CC2)c1 (stereo unspecified) | -12% | -5% | -9% | -11% | -1% | 0% | -21% | -9%
Cc1ccc(CNC(=O)[C@H]2C[C@@H]2[C@H](NP(=O)(c2ccccc2)c2ccccc2)c2ccccc2)c(F)c1F | -6% | -6% | . | 7% | . | -6% | 4% | -46%[inhibitor]
CCc1nc2nc(C)c(NS(=O)(=O)c3ccc(C)cc3)c(=O)n2[nH]1 | 0% | 1% | . | . | 11%[76.3 µM] | 6% | . | .
CCNc1nc(NOC)nc(OCC#N)n1 | 0% | 0% | 6% | -6% | 22% | -4% | -10% | 23%[10 µM]
CCOC(=O)C1C(=O)OC2(CCCC2)C1C(=O)OCC (stereo unspecified) | 0% | -5% | -3% | -17% | 2% | 6% | -2% | 2%[0.074 µM]
CC(C)c1nc(NCCN2CCOCC2)c(C#N)c2c1COC(C)(C)C2 | 4% | 6% | ? | 3% | -1% | -5% | 5% | -14%
Cc1cccc(N2CCN(C(=O)C3CCN(C(=O)c4cc5sccc5n4C)CC3)CC2C)c1 (stereo unspecified) | -10% | ? | . | . | -16%[76.3 µM] | -2% | . | .
Cn1cc(S(=O)(=O)N2CCN(c3cccc(Cl)c3)CC2)c(=O)n(C)c1=O | . | . | . | 1% | -6% | . | 1% | -18%[10 µM]
O=C(NCCN1CCOCC1)c1cc2n(n1)C(C(F)(F)F)CC(c1ccc(F)cc1)N2 (stereo unspecified) | -6% | 10% | -3% | -3% | -2% | -9% | 12% | 7%
O=C(O)C1CCCCC1C(=O)N1CC=C(c2ccccc2)CC1 (stereo unspecified) | -3% | -10% | -4% | 3% | 25% | 6% | 1% | 16%[10 µM]

Looked up by compound from the list above (five):
SMILES | Tau fluor cs | Tau ThT inhib | GAA inh | aGlu spleen mod | GAA glycogen mod | Tau fibril FP | GLA spleen mod | HTT ATP protect
CC(C)c1nc(NCCN2CCOCC2)c(C#N)c2c1COC(C)(C)C2 | 4% | 6% | ? | 3% | -1% | -5% | 5% | -14%
Cc1[nH]c2ccc(F)cc2c1CCN(Cc1cccnc1)C(=S)Nc1ccccc1 | ? | -10% | 0% | -4% | -14% | 6% | 0% | -13%
Cc1ccc(CNC(=O)[C@H]2C[C@@H]2[C@H](NP(=O)(c2ccccc2)c2ccccc2)c2ccccc2)c(F)c1F | -6% | -6% | . | 7% | . | -6% | 4% | -46%[inhibitor]
CCOC(=O)NC(=O)CSc1nc2ccc(OCC)cc2[nH]1 | 6% | 0% | -4% | -9% | -2% | 3% | 7% | 13%
Cc1ccc(NC(=O)C(=O)NCC(c2cccnc2)N2CCN(c3ccccc3F)CC2)cc1Cl (stereo unspecified) | -8% | -9% | . | . | -4%[76.3 µM] | -5% | . | .

(listing goes on)
SMILES | Tau fluor cs | Tau ThT inhib | GAA inh | aGlu spleen mod | GAA glycogen mod | Tau fibril FP | GLA spleen mod | HTT ATP protect
Cc1cc(C)nc(Sc2ccc(C=O)cc2[N+](=O)[O-])n1 | 0% | -13% | -2% | -13% | -9% | 7% | -11% | 13%[10 µM]
S=C(Nc1ccc(Cl)c(Cl)c1)NC1CCCCC1 | ? | 5% | -9% | -5% | -8% | ? | 2% | -5%[10 µM]
O=C(CSc1nc2c(c(=O)[nH]1)CCC2)Nc1ccccc1C(F)(F)F | -13% | -4% | . | . | 3%[76.3 µM] | -11% | . | .
CN(C)/C=C/C(=O)c1c(F)cccc1F | -5%[0.0958 µM] | . | . | 11% | 8% | -8%[0.0958 µM] | 16% | 4%[10 µM]
O=C(O)CC/C(=N\NC(=O)c1ccc(F)cc1)c1ccc(Br)cc1 | -6% | -11% | -4% | 0% | -3% | 4% | 3% | 20%[10 µM]
Cc1ccc(NC(=S)NC(=O)c2ccc(-c3ccc(Cl)cc3)o2)c(O)c1 | 5% | 11% | 6% | -2% | 11% | 9% | 1% | -65%[inhibitor][10 µM]
Cc1ccc2nc(-c3ccc(NC(=O)COc4ccc(Cl)c(C)c4)cc3)sc2c1 | -8% | ? | . | . | 12%[76.3 µM] | 0% | . | .
O=C(NCc1ccco1)C1CCN(c2ccc(S(=O)(=O)N3CCOCC3)cc2[N+](=O)[O-])CC1 | 2% | -10% | -6% | -6% | -1% | 0% | -15% | -34%[inhibitor]
CC(=O)n1cc(Nc2ccccc2C(=O)O)c2ccccc21 | 3% | -16% | 5% | 3% | -8% | 8% | -12% | -2%
CCCN=C1N/C(=C\c2ccco2)C(=O)N1c1ccccc1 | -11% | ? | -3% | -4% | -3% | -3% | 1% | 6%
CCCC(=O)Nc1ccc2oc(-c3ccc(O)c(Br)c3)nc2c1 | -8% | ? | . | . | -7%[76.3 µM] | -8% | . | .
O=C(CCNC(=O)Cn1cnc2ccccc2c1=O)NCC1COc2ccccc2O1 (stereo unspecified) | -4% | 2% | 0% | 0% | -6% | -5% | 3% | 11%
Cc1ccc(CNc2nc3c(S(=O)(=O)c4ccc(C)c(C)c4)nnn3c3ccc(Cl)cc23)cc1 | -1% | 11% | . | . | -3%[76.3 µM] | ? | . | .
Cc1ccc(CSc2nnc(-c3cccnc3)n2N)cc1 | -6% | -13% | -4% | ? | 0% | -12% | -8% | -5%
COc1ccc(-c2n[nH]c(C)c2-c2ccc(Cl)cc2)c(O)c1OC | -24% | ? | -10% | -13% | -3% | -14% | 10% | -6%
CS(=O)(=O)CC[C@@H](C(=O)NCCc1ccccc1)N1Cc2ccccc2C1=O | -9% | -1% | . | . | 12%[76.3 µM] | -5% | . | .
COCc1cc(C)nc2sc(C(=O)OC)c(N)c12 | 0% | -6% | -2% | 4% | 6% | 2% | 5% | 1%[0.074 µM]
COc1ccc(CCNC(=O)CCCn2c(=O)[nH]c3cc(OC)c(OC)cc3c2=O)cc1OC | -1% | -15% | 10% | -6% | -1% | -2% | 6% | 3%[1.9 µM]
CCOC(=O)c1ccc(NC(=O)CN2CCc3ccccc3C2)cc1 | -17% | ? | ? | 1% | -4% | -2% | -2% | -15%
O=C(NNC(=S)Nc1ccc(Br)cc1Cl)c1ccco1 | -18% | ? | 2% | 2% | ? | 6% | 1% | 21%[10 µM]
CC(=O)Oc1ccc2c(C)cc(=O)[nH]c2c1 | 8% | -12% | ? | ? | 9% | 1% | ? | 3%
c1ccc(Nc2cccc(Nc3ccccc3)c2)cc1 | 11µM*[quencher] | ? | 2% | -5% | 9% | -1% | 1% | -9%[0.074 µM]
COc1ccc(NC(=O)c2cc(-c3cccnc3)nc3c(C)c(C)ccc23)c(OC)c1 | -14% | -5% | 1% | 0% | -4% | 6% | 6% | -14%
O=C(Cn1c(C(=O)N2CCN(C3CCCC3)CC2)cc2sccc21)c1ccccc1 | -2% | -3% | 1% | -10% | 5% | 2% | -8% | -1%[10 µM]
COC(=O)CNC(=O)C1Cc2ccccc2CN1S(=O)(=O)c1cccs1 (stereo unspecified) | 0% | 3% | . | -10% | 2% | 0% | 2% | 24%[10 µM]
CC1CCN(S(=O)(=O)c2cn(CC(=O)Nc3cccc(C(F)(F)F)c3)c(=O)c3ccccc23)CC1 | ? | 4% | . | . | -18%[76.3 µM] | ? | . | .
CCOc1ccccc1Nc1nc(-c2sc(NC(=O)c3cccc(Cl)c3)nc2C)cs1 | ? | ? | 1% | 4% | -8% | ? | 2% | -84%[inhibitor]
COc1cccc(Cn2c(=O)n(Cc3ccco3)c(=O)c3oc4ccccc4c32)c1 | -11% | 3% | . | . | 14%[76.3 µM] | -7% | . | .
Cc1ccc(NC(=O)CCOc2ccccc2)cc1S(=O)(=O)Nc1ccccc1Cl | ? | -9% | 9% | -12% | -1% | -3% | -4% | 5%[10 µM]
Cc1csc(SCC(=O)NCCc2ccc(Cl)cc2)n1 | -1% | 1% | 4% | -5% | 2% | -1% | -7% | .
O=C(CSc1nnc(-c2ccccc2)n1-c1ccc(Cl)cc1)N/N=C/c1ccco1 | -1% | -2% | 1% | -4% | 2% | 3% | 4% | 17%[10 µM]
O=C(NCCC1=CCCCC1)C(=O)NCC(c1ccco1)N1CCN(c2ccccc2F)CC1 (stereo unspecified) | 0% | -9% | -2% | -3% | -4% | 10% | 5% | 6%[10 µM]
C=CCn1c(COc2cccc3cccnc23)nnc1SCC(=O)O | 3% | -8% | -1% | -5% | 2% | -5% | -3% | -13%
Cc1ccc2ccccc2c1NC(=O)Cn1nnc(-c2cccnc2)n1 | -8% | -2% | 11% | 0% | -1% | 7% | -3% | 24%[10 µM]
COc1cccc(C(=O)OCC(=O)NCCc2ccccc2)c1OC | -1% | 2% | 8% | 1% | -1% | -2% | 4% | -31%
Cc1cccc(N(CC(=O)NCc2ccco2)C(=O)CCC(=O)Nc2nccs2)c1 | 3% | -2% | 0% | 13% | -10% | 4% | 4% | 12%[10 µM]
Cc1nc2ccccn2c1C(=O)NCc1cccnc1 | 0% | 3% | -5% | 5% | 7% | 1% | 2% | -9%[10 µM]
CN(C)CC(C)(C)CNC(=O)c1cc(Br)cc(Br)c1O | 9% | 1% | 6% | 0% | 7% | 8% | -15% | -45%[inhibitor]
CCOC(=O)Cn1ncn(-c2ccc(OC(F)(F)F)cc2)c1=O | -1% | 2% | 3% | 0% | -2% | -3% | 8% | -16%
CCCS(=O)(=O)N1CCN(CC2CC=CCC2)CC1 (stereo unspecified) | 0% | 2% | 1% | 0% | 13% | -4% | -19% | 1%
